ROMK primary = modulates human ROMK potassium channel activity | Tet-inducible ROMK, thallium flux fluorescence; actives lie on both sides | B-score at 10 µM | actives 2% (n = 130,000);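 active means signal ratio slope over the read window, or its plate-corrected B-score, at least 3 SD from the plate mean, either direction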;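 further: B-score of the F/F0 ratio slope over 7 to 12 s after thallium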
Target sequence (P48048 whole entry, looked up): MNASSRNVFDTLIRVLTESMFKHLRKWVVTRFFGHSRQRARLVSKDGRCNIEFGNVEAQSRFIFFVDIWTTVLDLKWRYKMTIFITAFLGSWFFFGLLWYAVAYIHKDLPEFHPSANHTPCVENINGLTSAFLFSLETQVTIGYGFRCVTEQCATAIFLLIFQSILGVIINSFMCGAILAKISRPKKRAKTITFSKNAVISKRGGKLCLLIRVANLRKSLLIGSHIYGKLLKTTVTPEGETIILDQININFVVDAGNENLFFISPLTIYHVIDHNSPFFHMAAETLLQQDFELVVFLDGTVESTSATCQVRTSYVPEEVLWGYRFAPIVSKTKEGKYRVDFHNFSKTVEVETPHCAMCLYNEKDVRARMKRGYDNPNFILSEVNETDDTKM
TR-FRET SRC-2 ct = TR-FRET artefact, counter-screen to PPARgamma/SRC-2 agonist assay; TR-FRET ratio at 8 µM; hits give high values; actives 0.4% (n = 200,000); in the data active means TR-FRET ratio above about 2000; further: inactives centre near 1500; reference of the scale not given here
PPARg SRC3 recr = agonists of human PPARgamma SRC-3 coactivator recruitment. P37231. biochemical PPARgamma/SRC-3 coactivator recruitment assay. activation, % at 8 µM. actives 0.26% (n = 200,000); in the data active means activation above about 23%;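 further: 0% = DMSO and 100% = reference agonist; some compounds past the cut are filed as inactive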
PPARg SRC-1 ag = promotes SRC-1 coactivator recruitment by human PPARgamma; activation, % at 8 µM; actives 0.41% (n = 200,000); PPARgamma-SRC-1 coactivator recruitment biochemical assay; P37231; in the data active means activation above about 19%;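 further: 0% = DMSO and 100% = reference agonist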
Efa HMGR inh = blocks class II HMG-CoA reductase of Enterococcus faecalis | inhibition, % at 10 µM | actives 0.41% (n = 190,000) | purified E. faecalis HMGR, NADPH absorbance 340 nm kinetic | AID 1066;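 active means inhibition above a set limit, the median over all tested compounds plus 3 SD, cut at about 9.5% in these data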;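 further: enzyme runs in reverse so mevalonate oxidation gives rising NADPH absorbance; 0% = complete reaction with DMSO and 100% = background rate lacking mevalonate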
RAM network inh = blocks the yeast RAM network; S. cerevisiae dse1pr::URA3 reporter, 5-FOA growth OD615, 2 d; analog-sensitive cbk1-as2 kinase mutant strain; inhibition, % at 50 µM; actives 1.8% (n = 190,000);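 active means inhibition above a set limit, 3 SD over mean compound inhibition, cut at about 8.4% in these data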;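 further: 0% = DMSO-only wells with no growth and 100% = 10 µM 1-NA-PP1 full growth; inhibition rescues growth on 5-FOA so higher OD means more RAM inhibition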
Redox H2O2 prof = compounds producing H2O2 with reducing agent – biochemical, NIH compound library profiling, artefact control for MLSCN library redox annotation, primary screen; actives 0.03% (n = 200,000); activation, % at 10 µM; DTT-dependent redox cycling H2O2, phenol red/HRP absorbance; 100% = 100 µM peroxide control, 0% = buffer;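 active means activation of at least 50% relative to the plate's high and low controls in the primary single-dose screen; inactive means activation below 50%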;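 further: compound incubated with DTT at 0.8 mM final as the reducing agent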
S1P3 antagonist = blocks the human S1P3 receptor | Q99500 | CHO S1P3 NFAT-BLA reporter, FRET fluorescence, antagonist mode | inhibition, % at 4.98 µM | actives 0.27% (n = 170,000);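 active means inhibition above the plate cutoff, the mean inhibition of test wells on that plate plus 3 SD, cut at about 28% in these data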;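 further: cells challenged with S1P at its EC80 of 0.8 µM; blue over green emission ratio from cleaved BLA substrate after 4 h stimulation; 0% = S1P-stimulated wells and 100% = unstimulated DMSO-only wells; some compounds past the cut are filed as inactive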
Target sequence (Q99500 whole entry, looked up): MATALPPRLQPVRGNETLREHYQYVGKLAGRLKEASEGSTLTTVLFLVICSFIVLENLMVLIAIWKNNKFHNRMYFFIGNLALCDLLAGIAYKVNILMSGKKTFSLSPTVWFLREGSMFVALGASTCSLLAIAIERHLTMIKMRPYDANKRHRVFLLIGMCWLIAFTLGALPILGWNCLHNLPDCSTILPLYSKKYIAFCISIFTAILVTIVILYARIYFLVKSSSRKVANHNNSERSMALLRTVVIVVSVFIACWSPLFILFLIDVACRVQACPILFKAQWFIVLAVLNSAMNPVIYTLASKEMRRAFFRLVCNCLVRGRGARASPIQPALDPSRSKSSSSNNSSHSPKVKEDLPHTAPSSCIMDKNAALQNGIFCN
PPARg SRC-2 ag = agonists of SRC-2 recruitment by human PPARgamma. activation, % at 8 µM. PPARgamma LBD-SRC-2 recruitment, biochemical. P37231. actives 0.34% (n = 200,000); in the data active means activation above about 22%;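 further: 0% = vehicle and 100% = reference agonist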
L major viab = reduces viability of Leishmania major promastigotes; resazurin fluorescence viability; inhibition, % at 10 µM; actives 9% (n = 200,000); AID 1063; in the data active means inhibition above about 50%;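 further: promastigotes grown with compound for 44 hours at 28 °C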
bIAP inh = blocks bovine intestinal alkaline phosphatase activity. purified bovine IAP, CDP-star luminescence, 30 min. inhibition, % at 20 µM. 190,000 tested, under 10 active;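 active means over 50% inhibition of intestinal alkaline phosphatase at 20 µM in the single-dose screen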
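Incubation: 30 min reaction at room temperature / Material: purified bovine intestinal alkaline phosphatase (IAP) enzyme / Input: enzyme at 1/65,000,000 dilution / Dosing: 20 µM single dose / Signal: CDP-star luminescence signal / Reagent: CDP-star chemiluminescent phosphatase substrate, 30 µM final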
* = called active by the depositor; / = no result given. The order is random. About 13% of those tested had a hit in this group.

mol	S1P3 antagonist	Redox H2O2 prof	bIAP inh	PPARg SRC-2 ag	TR-FRET SRC-2 ct	ROMK primary	PPARg SRC-1 ag	Efa HMGR inh	RAM network inh	L major viab	PPARg SRC3 recr
Cc1cc(C)n(S(=O)(=O)c2cc(Cl)ccc2Cl)n1	-12	2.2	16	-7	1588	/	-1	-9	1.7	-3	-2
Cc1ccc(N2C(=O)c3ccc(C(=O)Nc4cccnc4)cc3C2=O)c(C)c1	/	0.1	10	1	1425	0.016	1	-4	-1.0	-4	-9
COc1ccc2c(c1)[nH]c1c(=O)n(Cc3ccccn3)cnc12	/	0.2	9	5	1675	0.07	-2	-8	2.3	3	6
CCC(=O)Oc1ccc(C(=O)Nc2cccc(C(=O)NCC(C)C)c2)cc1	2	0.5	4	6	1483	0.74	2	-2	0.4	6	-3
COc1ccc([N+](=O)[O-])cc1NC(=O)CSc1ccccc1	/	1.9	32	0	1360	-0.0072	3	-6	4.6	8	3
Fc1ccc(CNC(=S)Nc2cccc(C(F)(F)F)c2)cc1	-19	0.2	2	8	1672	0.37	0	1	3.0	2	0
FC(F)(F)c1ccccc1NC(=S)N1CCN(c2ccccn2)CC1	24	-0.5	-1	12	1659	0.51	1	-5	2.3	23	7
O=C(c1ccccc1)N(Cc1cccnc1)C1(C(=O)Nc2ccccc2)CCCCC1	-11	-0.7	2	8	1631	0.59	5	-3	16*	5	7
CCOc1cccc(C(=O)NCc2ccccc2)c1	5	-0.3	-2	-1	1364	-1	2	-5	0.7	-6	-1
CC(C)CCNC(=O)CN(C(=O)Cn1nnc(-c2ccc(F)cc2)n1)C1CCCC1	13	-0.5	8	3	1783	0.12	2	-2	1.1	-3	6
O=C(NCCNC(=O)c1ccco1)c1ccc(F)cc1	-2	0.0	1	-8	1535	0.12	-7	-6	1.2	-3	-1
Cc1nccn1-c1ncnc2sc3c(c12)CCCC3	-7	0.0	8	-7	1361	-1.5	-5	-5	1.2	4	-13
Cc1cccn2cc(CSc3ccccc3N)nc12	/	0.0	17	-8	1677	-0.38	7	0	2.4	-3	2
O=C1c2ccccc2C(=O)N1CC1c2ccccc2CCN1S(=O)(=O)c1ccccc1 (centres undefined)	/	-7.1	-7	9	1614	/	2	0	5.9	3	7
Cc1ccc2cc(C)c(N3CCN(c4ccccn4)CC3)nc2c1	-14	0.3	4	4	1758	/	8	0	1.4	5	-1

The list goes on:
mol	S1P3 antagonist	Redox H2O2 prof	bIAP inh	PPARg SRC-2 ag	TR-FRET SRC-2 ct	ROMK primary	PPARg SRC-1 ag	Efa HMGR inh	RAM network inh	L major viab	PPARg SRC3 recr
Cc1c(C=O)c2ccccn2c1C(=O)c1ccc(Cl)c([N+](=O)[O-])c1	-1	0.2	6	0	1563	0.68	0	-2	3.0	-4	3
CC(=O)Nc1cccc(NC(=O)CSc2nnnn2Cc2ccccc2)c1	-2	1.7	9	3	1616	/	9	-5	2.3	-1	0
CCS(=O)(=O)n1nc(-c2ccc(C)cc2)nc1N	-9	-2.9	12	-1	1516	/	-2	3	1.7	-2	3
CN(C)CCNC(=O)c1ccc(CS(=O)(=O)c2ccc(Br)cc2)o1	-35	-1.5	/	2	1577	/	-3	/	/	77*	-2
Cn1cc(CN(CCO)Cc2cccs2)c(-c2ccccc2F)n1	2	-1.6	-21	0	1449	0.24	-4	-2	-0.6	-1	4
CCOC(=O)c1nn(-c2ccc3c(c2)CCN3C(C)=O)cc1O	/	-1.7	1	15	1535	/	-4	0	-0.3	-6	0
O=C(c1cc(C2CC2)on1)N1CCN(c2ccccc2)CC1	/	-3.4	-12	6	1712	/	7	-2	1.6	-10	0
Cn1c(=O)c(=O)n(C)c2cc(S(=O)(=O)N3CCC(N4CCCCC4)CC3)ccc21	-1	2.2	/	0	1639	/	1	/	/	-5	-8
C=CCOc1ccc(CN(C)Cc2nc3cc(C(F)(F)F)ccc3c(=O)[nH]2)cc1	-13	-0.9	-11	-2	1622	0.89	4	-7	-0.6	7	3
COc1ccc(NC(=O)COc2ncnc3ccccc23)cc1S(=O)(=O)N1CCOCC1	-11	-0.1	-5	4	1511	0.33	1	-1	-0.3	-4	2
O=C(c1cc([N+](=O)[O-])ccc1N1CCCCC1)N1CCCC1	-8	-0.3	-19	3	1821	/	8	-6	-0.2	1	0
O=C(O)c1ccc(Cn2cc(Cl)cn2)cc1	8	-0.2	8	7	1572	0.46	0	-3	2.6	-3	11
COc1ccc(S(=O)(=O)NCCOc2cccc3cccnc23)cc1OC	11	-1.8	-4	7	1792	0.48	12	1	-0.1	-7	5
CCOc1ccc(-c2n[nH]c(C(=O)NN)c2C)cc1	17	-0.9	-1	14	1516	/	4	-5	0.0	-2	3
Cc1nc(N2CCN(Cc3ccccc3)CC2)nc2c1CCC2	8	-1.8	-12	3	1698	1.6	0	-11	1.4	15	3

Additional structures:
mol	S1P3 antagonist	Redox H2O2 prof	bIAP inh	PPARg SRC-2 ag	TR-FRET SRC-2 ct	ROMK primary	PPARg SRC-1 ag	Efa HMGR inh	RAM network inh	L major viab	PPARg SRC3 recr
Cc1nc(Nc2ccc(Cl)cc2)c2nnn(Cc3ccccc3)c2n1	-5	0.0	6	1	1329	0.47	-2	4	4.0	-7	6
CCN(CC)C(=O)Cn1cc(S(=O)(=O)CC(=O)NCc2ccc3c(c2)OCO3)c2ccccc21	6	0.6	-10	11	1433	0.051	10	0	1.9	-2	2
COc1cc(OC)cc(C(=O)Nn2cc(C(=O)Nc3ccccc3F)c3ccccc3c2=O)c1	15	-0.6	10	18	1540	0.029	5	-4	4.0	13	8
CCCCCCCOc1ccc(OC(=O)c2ccncc2)cc1	/	0.1	17	5	1705	-0.11	2	-3	4.3	-1	1
CC(C)(O)C#CC#CCN1CCOCC1	-12	2.0	18	-2	1496	/	-4	-1	1.3	-8	-12
COCCCn1c(SCC(=O)N2CCCC(C)C2)nnc1-c1ccco1 (centres undefined)	10	-2.9	-3	7	1508	/	-3	-1	0.9	9	-3
O=C(Cn1nc(Cc2cccnc2)c2ccccc2c1=O)NCCCN1CCCC1=O	-5	-0.8	0	-15	1417	/	4	-6	-0.7	-4	-7
O=C(c1ccc2c(c1)OCO2)N1CCc2ccccc2C1	-30	-0.1	6	-10	1351	-0.0079	-5	5	0.5	3	-1
COc1cc(NC(=S)NN2CCN(C)CC2)cc(OC)c1	/	1.4	3	-1	1483	/	-1	-1	0.0	-2	-3
O=C(NCCO)c1c(O)c2cccc3c2n(c1=O)CC3	0	-4.7	4	-11	1596	0.0056	-5	2	1.2	-2	-2
COCCn1cc(C(=O)N2CCCC(C)C2)c2c3ccccc3n(C)c2c1=O (centres undefined)	8	2.1	-2	12	1675	/	5	0	-0.8	-8	-3
COc1cc(C(=S)N(C)C)ccc1O	-2	-2.9	-3	10	1517	/	4	-2	1.8	-4	-3
O=C(CSc1nc2[nH]ncc2c(=O)n1-c1ccc(Cl)c(Cl)c1)NCc1ccccc1Cl	-16	0.1	-32	-4	1410	-0.95	11	2	3.0	77*	-7
Cc1cc(C)c2cc(C(c3nnnn3C3CCCC3)N3CCOCC3)c(=O)[nH]c2c1 (centres undefined)	-71	-0.5	-7	1	1267	/	-4	-3	2.7	-3	-5
O=c1c2ccccc2ncn1Cc1nc2ccccc2s1	/	-2.6	12	0	1641	/	6	0	-0.1	-9	1

(cont.)
mol	S1P3 antagonist	Redox H2O2 prof	bIAP inh	PPARg SRC-2 ag	TR-FRET SRC-2 ct	ROMK primary	PPARg SRC-1 ag	Efa HMGR inh	RAM network inh	L major viab	PPARg SRC3 recr
Cc1cc(=O)[nH]c(SCC(=O)c2ccccc2)c1C#N	/	-0.5	11	8	1400	0.12	4	-8	0.5	-5	-2
Cc1cc(C)n(CC(C)NCc2cn[nH]c2-c2ccc(C)c(C)c2)n1 (centres undefined)	-9	-1.6	-12	-4	1259	-0.041	-2	-2	-1.4	19	-4
CS(=O)(=O)N(CC(=O)NCc1ccco1)Cc1ccc(Cl)cc1	-1	0.7	-9	-7	1699	-0.1	0	0	2.1	0	11
CCNc1nc(N)nc(Oc2ccc(C(=O)OC)cc2)n1	-18	1.7	7	2	1699	/	8	-4	1.8	-15	11
O=C(CCn1[nH]c(=O)c2ccccc2c1=O)OC1CCCCC1	-39	1.8	-4	4	1512	/	6	-2	0.0	-5	1
c1cnc(N2CCN(c3nc4ccccc4n4cnnc34)CC2)nc1	33	-3.8	-5	4	1608	/	3	3	-0.7	3	6
COc1cccc(NC(=O)N(Cc2ccco2)C(C)c2cccs2)c1 (centres undefined)	/	0.0	17	7	1490	0.069	5	-1	0.3	61*	-1
Cc1nn(-c2ccc(C(=O)O)cc2)c(C)c1Cl	-22	0.4	-1	2	1644	-0.0089	0	6	0.5	-8	1
O=C(CCC1CCCC1)Nc1nnc(-c2ccc3c(c2)OCO3)s1	-25	0.7	9	1	1480	/	1	1	-1.8	-4	4
N#Cc1c(N)nc2c(c1N)CC(CO)O2 (centres undefined)	/	-6.0	0	5	1597	0.67	7	3	0.4	3	17
Cc1nc(-c2ccc(NC(=O)CC(C)C)cc2)cs1	4	0.4	1	-4	1376	0.31	-1	-10	3.9	1	-6
CCc1nnc(NC(=O)CCC(=O)N2CCN(Cc3ccccc3)CC2)s1	-23	-0.1	0	-3	1650	-0.54	-4	0	-2.0	-3	-7
C=CCOC(=O)/C(=C\c1ccccc1)NC(=O)c1ccco1	3	-0.2	-10	0	1453	-0.092	1	0	0.4	-4	-2

Screens deposited in PubChem BioAssay by several laboratories.
